Screening results deposited in PubChem BioAssay by Sanford-Burnham Center for Chemical Genomics.
UPR XBP1 act = activators of adaptive arm of unfolded protein response (XBP1) | CHO-XBP1 luciferase reporter, IRE1-XBP1 UPR activation, luminescence; percent of tunicamycin response, DMSO as zero | activation, % at 20 µM | hit rate 0.33% among 330,000;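 active = versus positive control, 20 µM dose yields 30% or more activation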;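 note: 100% = tunicamycin at 10 µg/mL and 0% = DMSO only wells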
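Material: CHO-XBP1 cells stably carrying IRE1-XBP1-driven luciferase reporter | Medium: F12 with 10% serum | Compound dosing: 20 µM single concentration, DMSO 1% | Incubation: Overnight seeding at 37 °C, 6 h compound treatment at 37 °C | Detection: Steady-Glo luminescence read | Read-out basis: % activation of reporter signal versus tunicamycin and DMSO controls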
CHOP UPR activ = apoptotic UPR (CHOP) activation; activation, % at 10 µM; hit rate 0.34% among 330,000; CHO-CHOP luciferase reporter, luminescence; percent of tunicamycin response over DMSO baseline;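 active = at 10 µM dose, activation of 40% or more, normalized to positive control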;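 note: 100% = tunicamycin at 10 µg/mL and 0% = DMSO alone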
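measured by = luciferase luminescence | assay system = CHO-CHOP cells, stable luciferase reporter of PERK-eIF2a-CHOP signalling | amount = 500 reporter cells seeded per well | timing = 6 h compound exposure at 37 °C after overnight seeding | controls = positive tunicamycin 10 µg/mL, negative DMSO alone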
Jurkat NFkB inh = inhibitors of the PMA/ionomycin-induced NF-kB reporter in Jurkat cells; PMA/ionomycin-induced NF-kB luciferase reporter, luminescence; inhibition, % at 4 µM; hit rate 0.53% among 330,000; AID 435003; in the data active = inhibition above about 50%
Mdm2-MdmX inh = inhibitors of human Mdm2/MdmX interaction; hit rate 3% among 330,000; O15151+Q00987; AID 485346; SaOS-2 split-luciferase Mdm2/MdmX complementation, luminescence; inhibition, % at 8 µM;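 active = inhibition of at least 50% at 8 µM in the primary screen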
APJ agonist = activates the human apelin receptor APJ; hit rate 0.11% among 330,000; CHO-K1 APJ PathHunter beta-arrestin, luminescence; 0% DMSO wells, 100% apelin; AID 2520; activation, % at 20 µM; P35414;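 active = activation more than six SD over the plate average, tested at 20 µM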;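 note: 0% = DMSO alone and 100% = apelin-13 at 10 nM; some results filed as inactive read as strong as hits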
Target sequence (P35414 whole entry, looked up): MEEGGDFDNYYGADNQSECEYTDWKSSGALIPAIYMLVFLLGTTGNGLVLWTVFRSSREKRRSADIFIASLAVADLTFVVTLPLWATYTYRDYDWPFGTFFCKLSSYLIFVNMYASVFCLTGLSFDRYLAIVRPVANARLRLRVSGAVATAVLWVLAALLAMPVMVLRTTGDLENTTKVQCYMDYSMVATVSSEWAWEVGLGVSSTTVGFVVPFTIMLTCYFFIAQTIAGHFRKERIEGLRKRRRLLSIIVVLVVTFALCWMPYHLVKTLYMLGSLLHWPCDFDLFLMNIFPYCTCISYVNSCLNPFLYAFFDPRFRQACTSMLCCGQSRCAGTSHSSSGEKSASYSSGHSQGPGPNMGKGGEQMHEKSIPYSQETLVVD
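Test system: CHO-K1 APJ beta-arrestin complementation cell line | Compound: Single test compound dose, 20 µM final, 1% DMSO | Incubation: Compound 90 min 25 °C, reagent 1 h | Measured by: beta-gal luminescence | Read-out basis: APJ–arrestin association signal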
697 NFkB inh = lowers PMA/ionomycin-induced NF-kB signal in 697 B cells | 697 B-cell NF-kB luciferase reporter, 16 h | inhibition, % at 4 µM | hit rate 0.33% among 330,000; in the data active = inhibition above about 35%
APJ antagonist = blocks the human apelin receptor APJ | inhibition, % at 20 µM | AID 2521 | CHO-K1 APJ beta-arrestin complementation, luminescence | hit rate 0.32% among 330,000;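 active = inhibition above about 40% at 20 µM, limit read from the data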;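 note: cells challenged with 10 nM apelin-13 agonist together with compound; plate controls were apelin-13 plus DMSO wells for no effect and DMSO wells lacking apelin-13 for full effect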
tim23-1 inh = growth inhibitors of tim23-1 mutant yeast | S. cerevisiae tim23-1 growth, BacTiter-Glo luminescence, 24 h | inhibition, % at 20 µM | hit rate 1.3% among 330,000;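 active = growth inhibition of the mutant yeast at or above 50%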;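 note: temperature-sensitive mutant grown at 25 °C; plate controls were DMSO-treated mutant yeast for no effect and medium wells lacking yeast for full effect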
The depositor's hits bear a star; / = not tested or not shown. This is a random part of the collection (roughly 5% active in at least one column).

SMILES	UPR XBP1 act	CHOP UPR activ	Jurkat NFkB inh	Mdm2-MdmX inh	APJ agonist	697 NFkB inh	APJ antagonist	tim23-1 inh
CC(C)NCC(O)COc1cccc2ccccc12 (centres undefined)	-5	-1.0	-9	9	-2	10	-9	-10
CCCCN(CC(O)COc1cccc(C)c1)CC(O)COc1cccc(C)c1 (centres undefined)	0	-1.3	21	9	-3	0	-4	9
COc1cccc(/C=C2/NC(=O)N(CC(=O)Nc3ccc(C)cc3)C2=O)c1OCc1cccc(C(=O)O)c1	-5	1.2	-8	-18	-4	-1	0	-5
Cc1ccc(C(=O)NNC(=O)c2ccncc2)cc1[N+](=O)[O-]	-2	-1.5	2	-16	-1	-11	6	14
CC12CCC(=O)N1C(C(=O)Nc1cccc(F)c1)CS2 (centres undefined)	-1	1.2	1	27	-3	9	14	-3
Cc1cn([C@H]2C[C@H](O)[C@@H](CCC(=O)NCCN3CCCCC3)O2)c(=O)[nH]c1=O	1	4.8	/	22	/	0	/	27
O=C(CNC(=S)NC(=O)c1ccco1)c1ccccc1	3	7.3	-4	-16	0	-27	13	20
CCn1c(C)csc1=NC(=O)c1ccccc1O	0	4.6	-55	-12	-3	-74	19	38
COCC1CCCCN1Cc1cn(-c2ccccc2)nc1-c1ccc2c(c1)OCO2 (centres undefined)	-2	2.1	3	-11	-6	4	10	11
O=C(Cc1ccc(O)cc1)N/N=C/c1cccs1	0	-0.8	-2	10	-4	1	-13	-20
CC(NC(=O)CCSCc1ccccc1F)c1ccccc1 (centres undefined)	1	3.1	-24	1	-2	2	18	15
CCn1c(CCCc2ccc(OC)c(C)c2)n[nH]c1=S	0	0.0	10	17	-1	2	3	16
COc1ccc(OC)c(C(=O)c2ccc(C(=O)Nc3ccccc3)cc2)c1	-3	-0.7	22	23	2	-17	11	14
CC(C(=O)Nc1ccc(Cl)cc1Cl)N1C(=O)NC2(CCCC2)C1=O (centres undefined)	-1	0.6	-6	-8	1	1	2	15
NCC(c1ccccc1)(c1ccccc1)c1ccccc1	0	1.3	14	40	-6	3	20	-311
O=C(Cc1c(C(=O)O)[nH]c2ccccc12)Nc1ccc2c(c1)OCO2	-2	-2.6	19	16	-3	16	-14	-9
O=C(CN1C(=O)NC2(CCOc3ccccc32)C1=O)c1ccc(Br)cc1 (centres undefined)	-3	6.2	-2	-3	-3	26	1	7
COc1ccccc1CC(=O)NCc1nn(-c2ccccc2)nc1C	-4	3.0	7	2	-2	-3	14	14
O=C(CCCN1C(=O)C(c2ccccc2)Oc2cccnc21)NCc1ccc(F)cc1 (centres undefined)	-1	0.6	13	7	1	-10	16	14
CC12CCC(C(=O)NNc3ccc([N+](=O)[O-])cc3)(CC1=O)C2(C)C (centres undefined)	-1	-1.2	-6	36	4	-3	-2	6

Reprinted from the part before: 3 entries; new compounds follow.
SMILES	UPR XBP1 act	CHOP UPR activ	Jurkat NFkB inh	Mdm2-MdmX inh	APJ agonist	697 NFkB inh	APJ antagonist	tim23-1 inh
COc1ccccc1CC(=O)NCc1nn(-c2ccccc2)nc1C	-4	3.0	7	2	-2	-3	14	14
O=C(CCCN1C(=O)C(c2ccccc2)Oc2cccnc21)NCc1ccc(F)cc1 (centres undefined)	-1	0.6	13	7	1	-10	16	14
CC12CCC(C(=O)NNc3ccc([N+](=O)[O-])cc3)(CC1=O)C2(C)C (centres undefined)	-1	-1.2	-6	36	4	-3	-2	6
COC(=O)C1CCN(C2=C(NS(=O)(=O)c3ccc(Cl)cc3)C(=O)c3ccccc3C2=O)CC1	-2	0.3	-11	2	9	-33	-22	29
Cc1ccc(NC(=O)CN2C(=O)S/C(=C\c3cc(C)n(-c4ccc(C(=O)O)cc4)c3C)C2=O)cc1	-1	-0.1	10	-28	-2	17	2	17
OCCC1CN(Cc2cccn2-c2cccnc2)CCN1Cc1ccccc1 (centres undefined)	2	-0.4	-9	2	-4	5	-12	10
O=C1NN=C(c2ccc(Br)cc2)CC1c1ccc(Cl)cc1 (centres undefined)	0	0.6	2	5	-3	9	-4	60*
COc1ccc2c(C)c(C(=O)NCC(C)O)oc2c1OC (centres undefined)	1	-1.1	-7	12	2	-4	5	18
CON(C)S(=O)(=O)c1ccc2c(c1)N(Cc1ccc(C)cc1)C(=O)C1CCCN21 (centres undefined)	-2	1.4	12	-22	3	9	-11	14
CC1CCN(C(=O)C2CCN(C(=O)c3cc4sccc4n3Cc3ccc(F)cc3)CC2)CC1	-3	-0.7	8	19	2	-33	-16	43
COc1cccc(C(=O)N(C)CC2CCN(CCc3cccc(C(F)(F)F)c3)CC2)c1	1	0.5	11	3	1	-8	12	10
COc1cc(OC)c(OC)cc1CN1CCN(Cc2ccco2)CC1	-6	0.3	-6	7	-3	14	12	-10
O=S(=O)(NCc1ccc2c(c1)OCO2)c1cccc(F)c1	0	0.0	-17	7	-4	7	0	17
O=C(O)c1ccc(Cl)c(S(=O)(=O)N2CCCCCC2)c1	-4	-2.9	2	18	-7	-3	20	20
CCCc1cc(=O)oc2c(C)c(OS(C)(=O)=O)ccc12	0	-2.0	-3	-14	-3	2	1	1
O=S(=O)(c1ccc(F)cc1)N1CCCN(c2nccc(C(F)(F)F)n2)CC1	-1	0.0	4	16	-1	11	5	41
CCCc1[nH]nc2c1C(c1ccc(OC)c(CSC3=NCCS3)c1)C(C#N)=C(N)O2 (centres undefined)	-1	1.2	-4	23	1	-3	5	1
O=C1CC(c2cccc(F)c2)C2=C(CCCC2=O)N1 (centres undefined)	0	1.9	-1	0	-1	-1	4	14
O=C(COc1ccccc1)NC1CCN(Cc2ccccc2)CC1	-1	-0.9	4	-19	-5	8	-17	-19
O=C(CCN1C(=O)S/C(=C\c2ccc(F)cc2)C1=O)Nc1ccc(O)cc1C(=O)O	-2	-0.6	7	8	8	5	-12	19
COc1cc(CN2CCC(C(=O)NC3CCCC3)CC2)ccc1O	-1	-2.0	-8	33	-1	-6	10	-2
COc1ccccc1OCC(=O)Nc1ccc(S(=O)(=O)NC(C)=O)cc1	1	-2.4	-2	-21	4	-16	-38	-3
COc1ccc(S(=O)(=O)NCC(c2ccc(C)cc2)N2CCN(C)CC2)cc1 (centres undefined)	-1	-1.0	15	14	10	-5	3	11

Complete entries as entered above:
`COc1cc(OC)c(OC)cc1CN1CCN(Cc2ccco2)CC1` is listed as UPR XBP1 act: -6; CHOP UPR activ: 0.3; Jurkat NFkB inh: -6; Mdm2-MdmX inh: 7; APJ agonist: -3; 697 NFkB inh: 14; APJ antagonist: 12; tim23-1 inh: -10
`CCCc1[nH]nc2c1C(c1ccc(OC)c(CSC3=NCCS3)c1)C(C#N)=C(N)O2` (centres undefined) is listed as UPR XBP1 act: -1; CHOP UPR activ: 1.2; Jurkat NFkB inh: -4; Mdm2-MdmX inh: 23; APJ agonist: 1; 697 NFkB inh: -3; APJ antagonist: 5; tim23-1 inh: 1

Of the compounds above, two have a CF3 group.
SMILES	UPR XBP1 act	CHOP UPR activ	Jurkat NFkB inh	Mdm2-MdmX inh	APJ agonist	697 NFkB inh	APJ antagonist	tim23-1 inh
COc1cccc(C(=O)N(C)CC2CCN(CCc3cccc(C(F)(F)F)c3)CC2)c1	1	0.5	11	3	1	-8	12	10
O=S(=O)(c1ccc(F)cc1)N1CCCN(c2nccc(C(F)(F)F)n2)CC1	-1	0.0	4	16	-1	11	5	41

(list continues)
SMILES	UPR XBP1 act	CHOP UPR activ	Jurkat NFkB inh	Mdm2-MdmX inh	APJ agonist	697 NFkB inh	APJ antagonist	tim23-1 inh
CC(CC(=O)O)CC(=O)Nc1cc(C(F)(F)F)cc(C(F)(F)F)c1 (centres undefined)	2	-1.3	14	1	2	-8	-6	2
CC(=O)N1CCc2cc(S(=O)(=O)CCC(=O)N3CCN(c4cc(C)ccc4C)CC3)ccc21	-6	-1.1	-9	25	-2	-27	11	6
CN(Cc1ccccc1)C(=O)c1cc(=O)[nH]c2ccccc12	-2	0.2	8	-12	0	-5	11	2
Cc1sc2ncnc(N3CCC(C(=O)N(C)CC(=O)Nc4ccccc4Cl)CC3)c2c1C	-6	-0.5	14	26	6	15	-22	-6
CN(C)/C=C1\NC(=S)N(c2ccccc2)C1=O	4	-1.1	-4	-26	-3	5	-18	5
COc1cc2cc(CN(Cc3cccs3)C(=S)Nc3ccccc3)c(=O)[nH]c2cc1OC	7	1.8	6	40	-3	15	10	7
Nc1ccccc1NC1=CC(=O)CC(c2ccccc2)C1 (centres undefined)	-7	-0.6	11	13	-2	-19	9	4
COc1cc(C(=O)NC(C)Cc2cccs2)cc(OC)c1OC (centres undefined)	-6	-1.4	4	-12	-3	16	23	5
O=C(Nc1nc(-c2ccccn2)cs1)c1ccc(Cl)s1	11	90*	65*	70*	-9	-98	18	35
Cc1ccc(NC(=S)NNC(=O)Nc2ccccc2)cc1	-1	2.6	-48	-101	-6	-93	44*	14
Cc1ccc(C)c(SCC(=O)OCC(=O)c2ccco2)c1	-4	-2.5	9	-19	3	-15	-28	19
